All columns: NCI-60 one-dose screen, growth in % after 48 h at 10 µM unless noted; 100 = growth as untreated, 0 = no growth, -100 = all killed.
SK-MEL-2: SK-MEL-2 melanoma; 4.7% of 77,000 active; AID 1794763
UACC-257: UACC-257 melanoma; 4.4% of 78,000 active; AID 1794764
UACC-62: UACC-62 melanoma; 5.4% of 81,000 active
LOX IMVI: LOX IMVI melanoma. 7.4% of 79,000 active
MDA-MB-435: MDA-MB-435 melanoma; 7.8% of 82,000 active; AID 1794794
SK-MEL-5: SK-MEL-5 melanoma | 6.4% of 80,000 active
SK-MEL-28: SK-MEL-28 melanoma; 4.1% of 81,000 active; AID 1794761
MALME-3M: MALME-3M melanoma; 5.8% of 78,000 active; AID 1794766
* = called active by the depositor; / = no result given. Rule for the calls: active = growth percent below 10; inactive = the rest.

compound	SK-MEL-2	UACC-257	UACC-62	LOX IMVI	MDA-MB-435	SK-MEL-5	SK-MEL-28	MALME-3M
Nc1ccccc1Nc1ccc([N+](=O)[O-])c2nonc12	96	96	83	91	108	89	106	104
Cc1nc2ccc(Nc3nc(Nc4ccc(F)cc4)nc(N4CCCCC4)n3)cc2n1Cc1ccccc1	/	102	90	100	96	77	90	101
OCc1cc(Br)cc(CO)c1O	97	93	93	101	105	101	109	110
O=C(O)CCCc1ccccc1	/	104	108	102	99	108	111	118
COc1ccc(-c2ccc3cnc4sc(-c5ccccc5)nc4c3n2)cc1	108	104	91	97	98	94	106	114
Cc1ccc(C(=O)N/N=C/c2ccc(F)cc2)cn1	96	86	100	101	95	96	114	101
CCCCCCCCCCCCc1ccccc1	92	102	97	106	109	101	106	102
COc1ccc(C2CC(c3ccc(OC)c(OC)c3)=NN2C(=O)c2cc(OC)c(OC)c(OC)c2)c(OC)c1 (configuration not stated)	68	62	58	57	3.9*	42	80	87
O=C(Nc1cccc(-c2nc(-c3ccc(NC(=O)c4cccnc4)cc3Cl)no2)c1)Nc1ccc(NC(=O)C2CC2)c(C(F)(F)F)c1	-55*	-45*	-82*	-93*	/	-93*	-84*	-79*
NC1N=C(Nc2ccc(Cl)cc2)N=CC(c2cc3cc(Br)ccc3oc2=O)=N1 (configuration not stated)	92	85	92	96	102	99	100	105

(continued)
compound	SK-MEL-2	UACC-257	UACC-62	LOX IMVI	MDA-MB-435	SK-MEL-5	SK-MEL-28	MALME-3M
CC(=O)c1cc(C(=O)c2ccccc2)n2c(C)cccc12	121	116	91	95	103	93	121	126
C=CCSc1nnc(-c2ccc3nc(-c4ccc(OC)cc4)[nH]c3c2)o1	101	108	104	101	82	95	107	95
COc1ccc(/C=C/C(=O)Nc2ccc(Cl)cc2C)cc1OC	99	107	96	103	96	104	103	106
COc1nc2c(c(=O)[nH]1)C(c1ccc(Oc3ccnc4cc(Cl)ccc34)c(OC)c1)C=C(c1cc(OC)c(OC)c(OC)c1)N2 (configuration not stated)	83	92	96	95	111	95	116	109
CCOC(=O)C[C@@H]1C(=O)N2CC[C@]3(C(=O)Nc4ccccc43)[C@H]2C[C@@H]1C(=O)OCC	106	100	98	95	97	97	100	100
O=C(N/N=C/c1ccc(Cl)cc1Cl)c1ccccc1Nc1cccc(C(F)(F)F)c1	55	84	66	50	71	53	92	92
O=C1c2cccc(Cl)c2C(=O)c2c(Cl)cccc21	/	111	109	105	115	103	123	113
CCCCCOC(=S)S	104	97	107	101	114	100	106	103
O=C(Cn1c[n+](CC(=O)c2ccc(F)cc2)c2ccccc21)Nc1cccc2cccnc12	96	93	85	91	97	95	90	92
Cc1nc(Nc2ccc(F)cc2)nc(Nc2ccc(F)cc2)c1[N+](=O)[O-]	89	77	71	89	95	75	81	83

Record cards, from the list above. Values in the order: SK-MEL-2, UACC-257, UACC-62, LOX IMVI, MDA-MB-435, SK-MEL-5, SK-MEL-28, MALME-3M
Listed for `Cc1nc(Nc2ccc(F)cc2)nc(Nc2ccc(F)cc2)c1[N+](=O)[O-]` → 89, 77, 71, 89, 95, 75, 81, 83
Listed for `CC(=O)c1cc(C(=O)c2ccccc2)n2c(C)cccc12` → 121, 116, 91, 95, 103, 93, 121, 126
Listed for `O=C1c2cccc(Cl)c2C(=O)c2c(Cl)cccc21` → /, 111, 109, 105, 115, 103, 123, 113
Listed for `CCCCCOC(=S)S` → 104, 97, 107, 101, 114, 100, 106, 103

Continued:
compound	SK-MEL-2	UACC-257	UACC-62	LOX IMVI	MDA-MB-435	SK-MEL-5	SK-MEL-28	MALME-3M
O=c1[nH]c(CN2CCN(c3ccccc3F)CC2)nc2sc3c(c12)CCC3	88	/	92	99	118	107	117	96
CC1Cc2c(Cl)ncnc2N(C)c2ccc(Cl)cc21 (configuration not stated)	-28*	4.9*	12	-69*	3.3*	-87*	21	23
CSc1nc2sc3cc(Cl)ccc3n2c(=N)c1C#N	87	46	59	87	97	45	42	40
COC(=O)c1ccc(C(=O)OC)c(O)c1	101	100	107	97	104	103	105	/
CN=c1scc(-c2ccc(OC)cc2)n1NC(=O)Cn1nc(-c2ccccc2)ccc1=O	114	103	90	88	100	104	112	101
CS(=O)(=O)c1cccc(-c2c(-c3cccc(O)c3)nc3sccn23)c1	104	111	84	94	96	96	113	111
CS(=O)CC1=NC(=N)N=C1CS(C)=O (configuration not stated)	115	87	98	97	109	99	108	98
O=C(Nc1ccc(-n2cnc3cc(-c4ccc(O)cc4)ccc32)cc1)c1ccccc1	55	96	72	73	84	51	79	78
Cn1c2c(cc(S(=O)(=O)c3ccccc3)c1=O)CCc1c-2cnn1-c1ccccc1Cl	105	90	93	107	100	105	104	108
O=C(N/N=C/C=C\c1ccccc1)C(=O)N/N=C/C=C/c1ccccc1	109	106	114	94	121	110	115	117

More entries:
Values in the order – SK-MEL-2	UACC-257	UACC-62	LOX IMVI	MDA-MB-435	SK-MEL-5	SK-MEL-28	MALME-3M
> Cc1nc2c(=O)[nH]n(C)c2nc1C
→ 117	92	91	91	110	/	97	120
> CC1CCC2C(C)(C)C3CC12CC1OC13C (configuration not stated)
→ /	113	103	98	107	97	103	107
> COc1ccc2oc(=O)cc(Cc3cn4ccc(C)cc4nc3=O)c2c1
→ 102	100	101	97	97	104	101	106
> Cc1cc(C)c(C)c(C(=O)c2ccc(F)cc2)c1C
→ 114	108	99	102	105	98	130	100
> O=c1cc(-c2cccnc2)oc2c1ccc1ccccc12
→ 110	83	70	76	67	63	69	156
> CC(C)(C)c1cc(C=NCc2ccco2)c(O)c(C(C)(C)C)c1
→ 103	93	100	104	109	101	113	96
> Cc1ccc(-c2cnc3sc4ccc(C)cc4n23)cc1
→ 114	107	88	93	103	95	106	105
> O=C(NN(C(=O)c1ccccc1)c1ccccc1)c1ccccc1
→ 101	108	107	98	100	101	115	126
> c1ccc(CSc2ncccc2-c2nnc(SCCN3CCOCC3)o2)cc1
→ /	147	113	108	114	102	107	111
> N#C/C(=C\c1cccc2cnccc12)n1nnc2cccc(F)c21
→ 53	52	36	15	29	59	37	23
> Nc1[nH]c(=S)[nH]c(=O)c1NC=O
→ 109	120	113	98	108	109	108	/
> COc1cccc(C(=O)NNC(=O)C(=O)Nc2ccc(C)c(Cl)c2)c1
→ 109	95	89	84	98	95	102	92
> CCOP(=O)(CNC(=O)/C(=C\c1ccc(C)cc1)NC(=O)c1ccccc1)OCC
→ 108	103	101	100	98	101	107	103
> CC1(C)C(=O)N2C(=O)CC(=O)N2C1=O
→ 112	97	100	99	101	101	107	/
> O=C(Nn1cc(C(=O)c2ccccc2O)cc(-c2ccccc2)c1=O)c1ccncc1
→ 106	92	96	104	104	103	114	113

Next records:
Values in the order – SK-MEL-2	UACC-257	UACC-62	LOX IMVI	MDA-MB-435	SK-MEL-5	SK-MEL-28	MALME-3M
> C[C@@H](O)[C@@H](C)O
→ 96	91	91	99	115	95	97	107
> COc1ccccc1-n1c(SCc2cc(OC)c(OC)c(OC)c2)nc2ccc(Cl)cc2c1=O
→ /	/	34	33	-34*	28	49	33
> Nc1nc(C(=O)NNC(=S)Nc2ccc(Cl)cc2)nn1-c1ccc(S(N)(=O)=O)cc1
→ 105	105	97	103	103	107	112	106
> Cc1ccc(C(=O)O)cc1N=C1NC(=O)CS1
→ 113	98	98	100	104	99	107	108
> O=C(Nc1ccc(NC(=O)c2cc(S(=O)(=O)Nc3ccccc3Cl)c(O)c(O)c2O)cc1)c1cc(S(=O)(=O)Nc2ccccc2Cl)c(O)c(O)c1O
→ 97	104	101	82	108	104	106	102
> ClC1C2CC3C(C2)C13 (configuration not stated)
→ 100	89	104	99	93	104	107	104
> CCOC(=O)c1cc(C(=O)c2ccc(Br)cc2)n2ccc(/C=C/c3ccn4c(C(=O)c5ccc(Br)cc5)cc(C(=O)OCC)c4c3)cc12
→ 104	107	102	95	102	99	107	108
> CN(C1c2ccccc2Oc2ccccc21)S(=O)(=O)c1cc(Cl)ccc1Cl
→ 43	64	33	50	4.2*	39	67	54
> Cc1nn(-c2ccc([N+](=O)[O-])cc2)c2ncnc(Nc3ccccc3)c12
→ 112	105	99	85	115	108	110	114
> CN(C)CCCN1c2ccccc2S(=O)c2ccc(C(F)(F)F)cc21 (configuration not stated)
→ 104	98	93	102	101	101	102	99
> CN(C)C/C=C/C(=O)Nc1cn(C2CC2)c2cc(N3CCN(c4nccc(-c5nccs5)n4)CC3)c(F)cc2c1=O
→ 102	103	99	92	99	87	94	85
> COC(=O)c1cccc2c1N(C)c1c(cccc1C(=O)OC)CC2
→ /	121	99	88	101	106	120	115
> O=C(O)c1cc2ccccc2n1O
→ 103	105	95	89	104	101	108	89
> O=C1CNC(=O)CN1
→ 110	109	96	100	98	106	123	97
> O=C(Nc1ccc(Oc2cccc(F)c2)c(Cl)c1)c1cnccn1
→ 38	65	34	44	-21*	9.6*	61	51

Additional records follow.
Values in the order – SK-MEL-2	UACC-257	UACC-62	LOX IMVI	MDA-MB-435	SK-MEL-5	SK-MEL-28	MALME-3M
> O=C(NCCCCCCNC(=O)OCc1ccccc1)OCc1ccccc1
→ 93	109	102	92	107	108	115	/
> O=C1c2ccccc2CN1c1ccccc1
→ 71	103	86	113	98	97	120	118
> CCN1CCN(C(=O)[C@]23CCC(C)(C)C[C@H]2C2=CC[C@@H]4[C@@]5(C)CCC(=O)NC(C)(C)[C@@H]5CC[C@@]4(C)[C@]2(C)CC3)CC1
→ 96	87	86	/	79	85	94	88
> O=C1/C(=C/c2ccccc2Cl)CCc2ccccc21
→ /	/	94	92	95	102	101	104
> O=C1CCC2CC1CCC2=O
→ 103	105	100	87	102	99	134	110
> Cc1cc(Cl)ccc1NC(=O)CCl
→ 93	84	104	67	93	23	100	106
> Cc1cccc(N2CCN(C(C)(C)C#N)CC2)c1
→ 113	115	92	100	110	110	105	102
> O=c1ccn(-c2ncnc3nc[nH]c23)cc1
→ 91	3.2*	93	96	102	114	95	69
> CCC(=O)OCC1OC(n2cnc3c(=S)nc(N)[nH]c32)C(OC(=O)CC)C1OC(=O)CC (configuration not stated)
→ 28	/	35	23	78	95	105	52
> COC(=O)c1nc(=S)[nH]c(C(=O)OC)c1C(=O)c1ccc(N2CCN(c3ccc(C(=O)c4c(C(=O)OC)nc(=S)[nH]c4C(=O)OC)cc3)CC2)cc1
→ 107	111	101	106	111	104	115	99
> CN(CCN(C)Cc1occc(=O)c1O)Cc1occc(=O)c1O
→ 101	/	103	95	99	98	107	92
> COc1cc(/C=C/C(=O)NO)ccc1OCCOc1ccc2c(C)cc(=O)oc2c1
→ 120	105	98	96	98	100	105	99
> O=C(CSC1CCc2ccccc21)N/N=C/c1ccco1 (configuration not stated)
→ 119	102	91	97	113	102	101	89
> Clc1ccc(/C=N/N=C/c2ccc(Cl)cc2Cl)c(Cl)c1
→ 93	99	/	94	110	105	112	99
> Cc1cc(C)c(NC(=O)c2sc3nc4c(cc3c2N)C(=O)CCC4)c(C)c1
→ 36	49	23	51	-34*	11	56	42

Remaining list, next part.
Values in the order – SK-MEL-2	UACC-257	UACC-62	LOX IMVI	MDA-MB-435	SK-MEL-5	SK-MEL-28	MALME-3M
> NS(=O)(=O)c1cccc(N2C(=O)c3nccnc3C2=O)c1
→ 105	104	97	98	105	107	102	100
> CN(C)C(=O)c1ccccc1-n1cnc2ccccc2c1=O
→ 107	98	97	/	95	101	103	103
> c1ccc(C2OCCO2)nc1
→ 100	100	98	91	98	99	103	99
> c1ccc(CNc2ncnc3nc[nH]c23)cc1
→ 106	96	101	103	112	96	112	110

Screening results deposited in PubChem BioAssay by NCI.
